Bioassay records deposited in PubChem by several laboratories.
GC-B act: human GC-B receptor activators, primary screen, HEK293 GC-B cells, cGMP TR-FRET, EC30 CNP | 0.11% of 370,000 active | AID 1920062, 2024 | Atrial natriuretic peptide receptor 2 (Homo sapiens), P20594 | 0% at EC30 CNP, 100% saturating CNP | activation, % at 10 µM;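 active = activation at 10 µM reaching about 35% in either raw or pattern-adjusted values, limit read from the data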
PRMT1 inh: PRMT1 methyltransferase inhibitors, primary screen, biochemical, fluorescence polarization. Protein arginine N-methyltransferase 1 (Homo sapiens), Q99873. recombinant PRMT1, activity-based probe fluorescence polarization. inhibition, % at 2.79 µM. 1.3% of 370,000 active;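 active = inhibition above about 21% made by adding two undisclosed values, limit read from the data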
SIAE inh: human SIAE inhibitors, primary screen, biochemical, fluorescence polarization, FP-Rh probe, 1536-well HTS; SIAE FP-Rh probe binding; inhibition, % at 9.66 µM; 0.69% of 370,000 active; AID 1053197, 2014;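 active = inhibition above a cutoff: mean of compounds within the control limits plus 3 SD of those, cut at about 17% in these data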;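 note: 0% = plate median of compound wells and 100% = probe without SIAE protein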
UHRF1 binding: UHRF1 methylated DNA binding inhibitors, primary screen, counter-screen for MBD2 inhibitor project, biochemical, TR-FRET, human UHRF1, single concentration; UHRF1 binding to methylated oligo; inhibition, % at 4.4 µM; 0.75% of 370,000 active; in the data active = inhibition above about 21%;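 note: UHRF1 SRA domain binding a hemimethylated CpG hairpin DNA probe; 0% = median of test compound wells and 100% = reference inhibitor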
Target sequence (Q96T88 whole entry, looked up, the tested form may be a part): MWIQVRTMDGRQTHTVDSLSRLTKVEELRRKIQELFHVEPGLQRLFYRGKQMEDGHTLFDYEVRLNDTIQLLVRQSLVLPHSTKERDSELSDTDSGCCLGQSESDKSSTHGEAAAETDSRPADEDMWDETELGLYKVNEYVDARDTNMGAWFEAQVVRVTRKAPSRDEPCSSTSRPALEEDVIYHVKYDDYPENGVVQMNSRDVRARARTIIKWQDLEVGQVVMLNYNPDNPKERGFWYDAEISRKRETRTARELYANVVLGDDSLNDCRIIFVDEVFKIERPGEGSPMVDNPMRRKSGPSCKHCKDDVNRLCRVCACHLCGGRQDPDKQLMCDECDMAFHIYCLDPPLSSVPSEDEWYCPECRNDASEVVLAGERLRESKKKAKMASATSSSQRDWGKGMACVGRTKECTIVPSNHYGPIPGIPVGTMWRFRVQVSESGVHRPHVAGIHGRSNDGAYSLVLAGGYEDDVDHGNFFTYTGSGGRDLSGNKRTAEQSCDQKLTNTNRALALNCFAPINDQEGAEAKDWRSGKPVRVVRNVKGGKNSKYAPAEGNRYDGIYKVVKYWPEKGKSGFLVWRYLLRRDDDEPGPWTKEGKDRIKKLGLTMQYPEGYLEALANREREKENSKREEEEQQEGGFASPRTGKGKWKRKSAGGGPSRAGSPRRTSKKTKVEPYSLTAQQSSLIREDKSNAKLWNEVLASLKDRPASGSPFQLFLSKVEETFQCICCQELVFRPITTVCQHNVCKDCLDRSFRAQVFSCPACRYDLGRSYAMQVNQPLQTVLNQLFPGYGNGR
MBD2 inh: inhibitors of MBD2 binding to methylated DNA, primary screen, biochemical, TR-FRET, DNA-binding domain, human | AID 686964, 2013 | inhibition, % at 4.4 µM | MBD2 binding to methylated oligonucleotide | Methyl-CpG-binding domain protein 2 (Homo sapiens), Q9UBB5 | 0.31% of 370,000 active; in the data active = inhibition above about 13%
HTRA1 inh: HTRA1 serine protease inhibitors, primary screen, biochemical, fluorescence polarization, HTS; Q92743; recombinant HTRA1, FP-rhodamine activity-based probe; inhibition, % at 5.96 µM; 0.5% of 340,000 active; AID 504803, 2011; in the data active = inhibition above about 36%;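 note: 0% = enzyme with DMSO and 100% = wells lacking enzyme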
GC-A act: GC-A stimulated cGMP production enhancers – HEK293 GC-A cells, cGMP TR-FRET, EC30 ANP, primary screen; Atrial natriuretic peptide receptor 1 (Homo sapiens), P16066; 0% at EC30 ANP, 100% saturating ANP; activation, % at 10 µM; 0.14% of 370,000 active; AID 1671463, 2021; in the data active = activation above about 40%
mABHD4 FP: ABHD4 inhibitors, primary screen, biochemical, fluorescence polarization, mouse | (Lyso)-N-acylphosphatidylethanolamine lipase (Mus musculus), Q8VD66 | purified mABHD4, FP-Rh probe fluorescence polarization | inhibition, % at 8.92 µM | 0.54% of 370,000 active;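 active = inhibition exceeding the mean over every tested compound plus 3 SD, cut at about 30% in these data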;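 note: 0% = plate median of compound wells and 100% = S159A mutant with DMSO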
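Assay system: Wild-type mouse ABHD4 protein | Medium: HEPES pH 7.0 buffer, 150 mM NaCl, 0.01% Pluronic F-127 | Incubation: Enzyme–compound pre-incubation 45 min, then probe 60 min, both 25 °C | Technique: Fluorescence polarization with parallel and perpendicular emission, 525/598 nm | Evaluation: % inhibition of FP-Rh probe binding versus controls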
rCAG RNA binder: binders of r(CAG) RNA repeats, primary screen, biochemical, fluorescence | inhibition, % at 3 µM | r(CAG) RNA repeat, TO-PRO-1 dye displacement fluorescence | 1.3% of 370,000 active;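 active = inhibition above the plate cutoff, the mean of all test compounds on that plate plus 3 SD, cut at about 35% in these data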;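 note: 0% = DMSO alone and 100% = 100 µM mitoxantrone as full dye displacement; higher means more dye released from RNA so lower well fluorescence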
TCR-CD3 inh: inhibitors of human TCR-CD3 interaction, primary screen, biochemical, fluorescence, TAMRA-labeled TCR probe. T-cell receptor (TCR). inhibition, % at 9.4 µM. 0.37% of 360,000 active; in the data active = inhibition above about 19%;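 note: recombinant mutant TCR 2C K166C tagged with TAMRA read by polarization; 0% = receptor in buffer alone and 100% = receptor with positive control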
Starred values were filed as active, the others as inactive; . = not tested or not shown. An excerpt. The share of hits here may be higher or lower than overall.

SMILES | GC-B act | PRMT1 inh | SIAE inh | UHRF1 binding | MBD2 inh | HTRA1 inh | GC-A act | mABHD4 FP | rCAG RNA binder | TCR-CD3 inh
Cc1ccc(C)c(-n2c(Cc3cccs3)n[nH]c2=S)c1 | 4 | 2 | 2 | -3 | -3 | 1 | 1 | 4 | 2 | 1
Cc1ccc(Cl)cc1N1CCN(C(=S)NCCc2ccccc2)CC1 | 3 | 2 | -20 | 0 | 1 | -42 | 1 | -24 | 10 | -7
CCC1CCc2c(sc3ncnc(N4CCOCC4)c23)C1 (centres undefined) | 2 | -1 | 1 | 1 | -3 | -2 | 3 | 2 | 4 | -1
O=C1NC[C@@H](Cc2cccc3ccccc23)N(CCC23CC4CC(CC(C4)C2)C3)C1=O | 4 | 0 | 3 | -1 | 4 | -8 | 3 | 9 | 5 | 4
CC1(C(=O)NS(=O)(=O)c2ccc3c(c2)CCO3)CCN1C(=O)CCc1ccc(Cl)cc1Cl (centres undefined) | -6 | 1 | 6 | -3 | 6 | . | -1 | 3 | 30 | -2
NS(=O)(=O)c1ccc(CCN=Cc2ccccc2O)cc1 | 1 | -1 | 0 | -2 | -7 | 2 | 0 | 0 | 4 | 4
Cc1ccc(Nc2nc(N)c([N+](=O)[O-])c(NCc3ccccc3)n2)cc1 | 17 | -1 | 4 | 0 | -1 | . | 21 | -8 | 13 | 4
Cc1ccc(C(=O)Nc2cccc3cccnc23)cc1Br | 0 | 0 | -1 | 1 | -4 | . | 2 | -2 | 4 | -4
O=C(c1cc(-c2ccc(Cl)cc2)n[nH]1)N1CCN(C(=O)c2ccco2)CC1 | -4 | -1 | 0 | 1 | -1 | 14 | 6 | -1 | -1 | 2
Cc1ccc(C(=O)C2Oc3ccccc3C3CC(c4ccc(C)cc4)=NN23)cc1 (centres undefined) | 0 | 0 | -12 | 0 | 0 | -40 | -1 | -2 | 1 | -3
Nc1c(Cl)ncnc1N/N=C/c1ccc(O)cc1 | 1 | 6 | 8 | -5 | -6 | 18 | -5 | 8 | 0 | 2
CC(C)(C)C(=O)NC(NC(=S)Nc1ccc(S(N)(=O)=O)cc1)C(Cl)(Cl)Cl (centres undefined) | 2 | 1 | -2 | 6 | 2 | -3 | -1 | -8 | 7 | 4
CC(=O)C(=Cc1ccc(O)cc1)C(C)=O | -4 | 4 | 3 | -1 | 2 | 2 | 1 | 3 | 3 | -3
Cc1ccnc(NC(=O)c2ccc(Cl)c(NC(=O)CCc3ccccc3)c2)c1 | -1 | 0 | -9 | 1 | -3 | . | 5 | -11 | -5 | -1
CC1C(=O)N2CCCc3cc(NC(=O)C(=O)NCCc4c[nH]c5ccccc45)cc1c32 (centres undefined) | -2 | 3 | 11 | -1 | 1 | 3 | 3 | -3 | 7 | 1
Cc1ccc(CC(=O)OCC(=O)c2ccc[nH]2)cc1C | -1 | -1 | -2 | -1 | -2 | -1 | 0 | -10 | 6 | 1
CCOC(=O)C1(CCC(=O)OCc2ccccc2)CCCCC1=O (centres undefined) | 2 | -1 | 0 | 0 | -5 | -3 | -3 | 7 | 1 | -1
CCc1nnc(NC(=O)c2ccc(OC)cc2)s1 | 3 | 1 | -8 | -2 | -1 | 3 | -4 | 0 | -4 | 0
COc1ccccc1CCNC(=O)CSc1nc2c([nH]1)c(=O)n(C)c(=O)n2C | -6 | -5 | 6 | -1 | 0 | . | 0 | -1 | 4 | .
CCOC(=O)/C=C1\SCC(=O)N1CC(=O)Nc1ccccc1OC(F)F | . | -6 | -9 | 0 | -3 | 3 | . | -9 | -4 | 7
Cc1cccc(CN(C)C[C@@H]2OCc3cnnn3CCCC(=O)N([C@H](C)CO)C[C@H]2C)c1 | 3 | -2 | 5 | 0 | 1 | 7 | 5 | 2 | -2 | 6
CC(=O)Nc1cc(-c2ccc(N3CCN(C)CC3)cc2)cn2c(-c3ccc(F)c(Cl)c3)cnc12 | 3 | -2 | 18* | -2 | -6 | . | 5 | 28 | 9 | 0
Cc1cc(=O)oc2cc(OCC(=O)N3c4ccccc4NC(=O)C3(C)C)ccc12 | 4 | -2 | -3 | 2 | 1 | 5 | -4 | 5 | 7 | 6
O=C(NNC1CC(=O)N(c2ccccc2)C1=O)c1ccco1 (centres undefined) | 3 | 0 | -2 | -1 | -3 | -1 | 0 | 5 | 5 | 4
C=CCOc1ccc(Br)cc1/C=N/O | -3 | -1 | 0 | 0 | -1 | -9 | 2 | -11 | 0 | 8
Cc1[nH]nc(N2CCCCCC2)c1[N+](=O)[O-] | -2 | -1 | 1 | 0 | 1 | -6 | -3 | 1 | -2 | -4
CC1CC(C)CN(CC(O)COC2CC(C)CC(C)(C)C2)C1 (centres undefined) | -1 | 0 | 0 | -1 | 1 | -8 | 6 | 6 | -8 | 1
CCOc1ccc(S(=O)(=O)Nc2ccccn2)c2ccccc12 | 6 | 1 | -4 | 0 | 1 | -4 | 6 | 1 | 0 | -6
O=C(O)C1C2CCC(C2)C1C(=O)NCc1ccco1 (centres undefined) | 12 | 2 | 1 | 0 | 4 | 0 | 0 | -4 | -1 | -6
COc1ccc(NC(=O)C(F)(OC)C(F)(F)F)c(OC)c1 (centres undefined) | 0 | -2 | 4 | -1 | 0 | -4 | -1 | -10 | -2 | -6

Complete entries as entered above. Order of screens: GC-B act	PRMT1 inh	SIAE inh	UHRF1 binding	MBD2 inh	HTRA1 inh	GC-A act	mABHD4 FP	rCAG RNA binder	TCR-CD3 inh
O=C(c1cc(-c2ccc(Cl)cc2)n[nH]1)N1CCN(C(=O)c2ccco2)CC1 across the screens: -4	-1	0	1	-1	14	6	-1	-1	2
C=CCOc1ccc(Br)cc1/C=N/O across the screens: -3	-1	0	0	-1	-9	2	-11	0	8
Cc1[nH]nc(N2CCCCCC2)c1[N+](=O)[O-] across the screens: -2	-1	1	0	1	-6	-3	1	-2	-4
Nc1c(Cl)ncnc1N/N=C/c1ccc(O)cc1 across the screens: 1	6	8	-5	-6	18	-5	8	0	2

The results go on:
SMILES | GC-B act | PRMT1 inh | SIAE inh | UHRF1 binding | MBD2 inh | HTRA1 inh | GC-A act | mABHD4 FP | rCAG RNA binder | TCR-CD3 inh
Cc1ccccc1C1CCCN(C(=O)c2cc(COc3c(F)cccc3F)on2)C1 (centres undefined) | 4 | 3 | -3 | 1 | 0 | -18 | 6 | -14 | -4 | -6
CC1=C(C(=O)Nc2ccccc2F)C(c2cccs2)NC(=S)N1 (centres undefined) | -2 | 1 | 3 | 1 | 6 | -7 | -2 | -9 | 8 | 4
CCn1c(=O)c(CCC(=O)NCCN2CCOCC2)c(C)c2c(C)nn(-c3ccccc3)c21 | -9 | 3 | -2 | 1 | -4 | 1 | -14 | 0 | -4 | -2
CN(C)CCn1cnc2c1c(=O)n(C)c(=O)n2C | 3 | -3 | 3 | -3 | -6 | 3 | 0 | 0 | 2 | 3
CC(=O)c1ccccc1C(=O)N1CCCC(C(=O)c2ccc(C(F)(F)F)cc2)C1 (centres undefined) | 2 | 0 | -7 | -3 | -2 | 0 | 1 | 0 | -10 | 4
N=C1C(c2nc(-c3ccc(Cl)cc3)cs2)=C(O)CN1CCCN1CCOCC1 | 0 | 1 | 1 | 1 | 2 | 12 | 6 | 18 | 8 | 2
COC(=O)C[C@H]1CC[C@H]2[C@H](COc3ccc(NC(=O)Nc4ccccc4F)cc3C(=O)N2C)O1 | 4 | 3 | 1 | 1 | -1 | . | 2 | 2 | 2 | .
COC(=O)c1ccc(NC(=O)CN2CCN(c3ccccc3C)CC2)cc1 | -1 | -2 | -2 | -3 | 0 | -5 | -5 | 4 | -8 | 1
COc1ccc(OCC(=O)OCC(=O)c2ccc(OC)c(F)c2)cc1 | 0 | -1 | 0 | 0 | 0 | 1 | -4 | -1 | 3 | 4
O=C1NC(c2ccc3c(c2)OCO3)c2c(-c3ccccc3)n[nH]c21 (centres undefined) | 5 | -1 | 0 | 3 | 0 | . | 12 | 6 | 5 | 1
Cc1ccc(OCCn2cnc3ccccc3c2=O)c([N+](=O)[O-])c1 | -9 | -1 | 0 | -1 | 5 | -3 | -3 | -2 | -2 | 3
CC1(C)CC(=O)C=C(c2cccc(Cl)c2O)C1 | -2 | 1 | 0 | -1 | 1 | -1 | 0 | -1 | 0 | 1
Cc1ccc(C)c(NCCCCC(=O)O)c1 | 0 | 5 | 4 | -5 | 5 | . | 1 | 6 | 3 | -1
CC1CCCCN1S(=O)(=O)c1ccccc1[N+](=O)[O-] (centres undefined) | 1 | -1 | 3 | 1 | 3 | 3 | 0 | 5 | -4 | 4
CC1CC(C)CN(S(=O)(=O)N2CCCC(C(=O)NCCc3ccc(Cl)cc3)C2)C1 (centres undefined) | -1 | 2 | -2 | -2 | 1 | -3 | -9 | -1 | -4 | 2
Cn1nc(-c2ccccc2)c(/C=N/O)c1Cl | 0 | 0 | 2 | 2 | -2 | -1 | 0 | -5 | 0 | 5
O=C(c1cccc(F)c1)N1CCN(Cc2cccc(Br)c2)CC1 | 4 | 2 | 0 | 4 | -1 | -8 | 1 | 11 | -9 | -3
COCCCNC(=O)c1cc(S(=O)(=O)N2CCC3(CC2)OCCO3)ccc1F | -4 | 3 | -5 | -1 | -2 | 5 | 4 | 3 | 0 | -2
COCc1nc2ccccc2n1Cc1ccccc1 | -6 | 1 | 4 | 4 | 2 | -6 | -1 | 4 | -3 | 2
CN(C)CCCN(C(=O)c1ccco1)c1nc2ccc(F)cc2s1 | -8 | -3 | -6 | -1 | 1 | -1 | -1 | 0 | -2 | 4
Cn1c(SCC(=O)c2ccccc2)nnc1-c1cccnc1 | 3 | -2 | -3 | 0 | 4 | 4 | -2 | 2 | 1 | 2
Cc1ccc(C)[n+](CC(=O)c2ccc(-c3ccccc3)cc2)c1 | -2 | -3 | -6 | 2 | 0 | 0 | -1 | -1 | -1 | 0
COc1ccc(NC(=O)CCC(=O)c2ccc(-c3ccccc3)cc2)cc1 | 10 | -5 | 0 | 1 | -5 | -7 | -2 | -2 | 7 | 3
CCOC(=O)c1ccccc1Oc1c(F)c(F)nc(NCCO)c1F | 1 | 0 | -3 | 1 | 1 | -4 | 1 | 2 | -5 | 1
Cc1cccc(OCCOC(=O)c2ccc(F)c(S(=O)(=O)N3CCOCC3)c2)c1 | 3 | 4 | 2 | 41* | 6 | -9 | 0 | -3 | 1 | 4
COCCCNC(=O)C[C@@H]1C[C@@]2(C(=O)OC)CCCCC=C2N(Cc2ccc3c(c2)OCO3)C1=O | 0 | -1 | 5 | -3 | -7 | . | 1 | 3 | 1 | 0
NC(=NCCc1ccccc1)NS(=O)(=O)c1ccccc1 | -2 | 1 | 0 | 2 | 3 | 4 | -2 | -6 | 0 | -6
